14-3-3g Raf = alters human 14-3-3 gamma binding to Raf peptide; P61981; FP, 14-3-3gamma / TMR-pS259-Raf peptide binding; inhibition, % at 40 µM; 0.19% of 160,000 active; in the data active = inhibition above about 30%;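 note: 0% = protein plus tracer without compound and 100% = blank with tracer alone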
Target sequence (P61981 whole entry, looked up): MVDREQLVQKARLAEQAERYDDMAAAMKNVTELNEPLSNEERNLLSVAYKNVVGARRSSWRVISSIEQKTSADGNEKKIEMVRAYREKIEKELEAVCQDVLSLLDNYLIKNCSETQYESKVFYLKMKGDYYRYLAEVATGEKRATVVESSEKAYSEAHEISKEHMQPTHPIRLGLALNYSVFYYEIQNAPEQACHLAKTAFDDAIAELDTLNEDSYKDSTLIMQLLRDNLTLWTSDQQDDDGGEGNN
Active calls of the source: *; & = joins results of further samples. This is a subset, so the mix of outcomes need not match the whole.

14-3-3g Raf | compound
-7 | O=C(Nc1ccc(Cl)cc1)c1cc(S(=O)(=O)N2CCOCC2)ccc1F
-6 | COc1ccc(-c2noc(CCC(=O)NCc3cccnc3)n2)cc1
-34 | O=C(Nc1ccc2c(c1)C(=O)c1ccccc1C2=O)c1cccs1
-2 | Cc1cc(C)c(OCC(=O)Nc2cccc(NC(=O)c3ccco3)c2)c(Br)c1
-4 | CCC(=O)N1CCc2cc(S(=O)(=O)CCC(=O)Nc3ccccc3OC)ccc21
0 | O=C(O)c1cccn2c(=O)c3ccccc3nc12
1 | Cc1cc(C(=O)CSc2nnc3sc4ccccc4n23)c(C)n1-c1ccccc1
-2 | O=C(O)c1ccc(Nc2nc(-c3ccncc3)cs2)cc1
-1 | CC1CN(S(=O)(=O)c2ccccc2)CC(C)O1 (stereo not drawn)
13 | CCc1ccc(C(=O)CC2(O)C(=O)N(Cc3ccc(C)cc3)c3ccc(Cl)cc32)cc1 (stereo not drawn)
-8 | Cc1ccc(C)c(-n2c(Cc3cc(=O)[nH]c(=O)[nH]3)nnc2SCC(=O)NCc2ccco2)c1
6 | O=C(NCCN1CCOCC1)C1CCC(=O)N1Cc1ccccc1Cl (stereo not drawn)

Following part
14-3-3g Raf | compound
-8 | CCOC(=O)C1=C(N)Oc2cc(C)[nH]c(=O)c2C1c1ccncc1 (stereo not drawn)
-6 | CCCc1noc2c1/C(=N\O)CC(CC(C)SCC)C2 (stereo not drawn)
6 | COc1ccc(OC)c(NC(=O)c2[nH]c(C)c(C(C)=O)c2C)c1
-10 | CN(CC(=O)N1CCCC1)S(=O)(=O)c1cccc2nsnc12
7 | CC1=C(C(=O)Nc2ccccc2)C(c2ccccc2Cl)NC(=O)N1 (stereo not drawn)
-5 | c1cc2cn[nH]c2cc1NC1CCCCCC1
-17 | COc1ccc(-c2cc(C(F)(F)F)n3nc(C(=O)NCc4ccccc4Cl)cc3n2)cc1OC
-41 | COC(=O)c1sc(NC(=O)c2cc([N+](=O)[O-])ccc2Cl)c(C(=O)OC)c1C
2 | CS(=O)(=O)C1=C(O)C(=O)N(CCCC(=O)O)C1c1ccccc1F (stereo not drawn)
0 | O=C(O)c1ccc(NCc2ccccc2Cl)c(S(=O)(=O)Nc2cccc(C(F)(F)F)c2)c1
1 | COc1ccc(CNc2ccc3[nH]c(=O)[nH]c3c2)cc1OC
0 | NC(=O)C1(N2CCCCC2)CCN(C2CC(=O)N(c3ccc(F)cc3)C2=O)CC1 (stereo not drawn)

Compounds listed so far with an aryl methoxy group:
14-3-3g Raf | compound
-6 | COc1ccc(-c2noc(CCC(=O)NCc3cccnc3)n2)cc1
-4 | CCC(=O)N1CCc2cc(S(=O)(=O)CCC(=O)Nc3ccccc3OC)ccc21
6 | COc1ccc(OC)c(NC(=O)c2[nH]c(C)c(C(C)=O)c2C)c1
-17 | COc1ccc(-c2cc(C(F)(F)F)n3nc(C(=O)NCc4ccccc4Cl)cc3n2)cc1OC
1 | COc1ccc(CNc2ccc3[nH]c(=O)[nH]c3c2)cc1OC

The listing picks up, repeating the three entries before the break.
14-3-3g Raf | compound
0 | O=C(O)c1ccc(NCc2ccccc2Cl)c(S(=O)(=O)Nc2cccc(C(F)(F)F)c2)c1
1 | COc1ccc(CNc2ccc3[nH]c(=O)[nH]c3c2)cc1OC
0 | NC(=O)C1(N2CCCCC2)CCN(C2CC(=O)N(c3ccc(F)cc3)C2=O)CC1 (stereo not drawn)
-1 | CCC(C)NC(=O)CN(c1ccccc1OC)S(=O)(=O)c1ccc(C)cc1 (stereo not drawn)
-34 | O=C(O)c1cc(-c2ccc(Cl)cc2)cc2ccccc12
-6&7 | OCCNc1ncnc2ccc(Br)cc12
2 | CC1C(=O)CC(c2ccccc2)N(C)C1c1ccccc1 (stereo not drawn)
-5 | CS(=O)(=O)Nc1ccc(S(=O)(=O)NCCc2ccccc2)cc1
-3 | Cn1c(=O)[nH]c(=O)c2c1ncn2CCCc1ccccc1
-1 | Cc1ccc(S(=O)(=O)NCCC(=O)N2CCOCCOCCOCC2)cc1
-7 | COc1cc(C2Nc3ccc4ncccc4c3C3=C2C(=O)CC(C)(C)C3)ccc1OC(=O)C(C)C (stereo not drawn)
-12 | OC(CNCCc1ccc(Cl)cc1)COCc1ccco1 (stereo not drawn)
-2 | COc1ccc(NC(=O)c2cc(-c3ccc(Br)cc3)nc3ccccc23)cc1
-14 | CCc1ccccc1Nc1cc(C(=O)N2CCN(c3ccccn3)CC2)c2ccccc2n1
-38 | O=C1C2=C(Nc3ccccc3SC2c2ccccc2)c2ccccc21 (stereo not drawn)

The listing continues:
14-3-3g Raf | compound
-6 | COc1cc2c(=O)n(CCc3ccccc3)c(=O)n(CC(N)=O)c2cc1OC
-17 | CC(C)C(=O)Nc1cc(-c2nc3cc(C(C)C)ccc3o2)ccc1Cl
-4 | CCCNC(=O)CCC(=O)Nc1ncc(-c2ccc(C)cc2)n1C
-18 | Cc1oc(/N=C/c2c(O)ccc3ccccc23)c(C#N)c1C
-1 | O=C(O)C1[C@H]2C(=O)N(Cc3cccs3)C[C@]23C=C[C@H]1O3 (stereo partly drawn)
-9 | COc1ccc(-c2n[nH]c3c2C(c2cccs2)N(c2ccc(Br)cc2)C3=O)cc1 (stereo not drawn)
1 | Cc1nc2nc(SCC(=O)Nc3ccccc3C(F)(F)F)nn2c(C)c1Cc1ccccc1
0 | CC(=O)N1CCCc2cc(S(=O)(=O)N3CCCC(C)C3)ccc21 (stereo not drawn)
-1 | O=C(CCN1N=C(c2ccccc2)CCC1=O)NC1CC1
-7 | COc1ccc(OC)c(-c2nnc(NC(=O)C(C)Sc3nncn3C)s2)c1 (stereo not drawn)
-13 | CCc1ccc(-c2cn(-c3ccc(OC)cc3)c(=S)[nH]2)cc1
3 | CC(=O)N1c2ccccc2C(N(C(=O)CN2C(=O)c3ccccc3C2=O)c2ccccc2)CC1C (stereo not drawn)

(more compounds)
14-3-3g Raf | compound
-1 | O=C(c1cccc(N2C(=O)C3CC=CCC3C2=O)c1)N1CCCCCC1 (stereo not drawn)
-5 | CCOc1ccc(C2OC(=O)Cc3cc(OCC)c(OCC)cc32)cc1 (stereo not drawn)
4 | O=C(Nc1cccc(F)c1)c1cc(S(=O)(=O)N2CCOCC2)ccc1Cl
7 | COC(=O)C1C2C=CC3(CN(CC(C)C)C(=O)C13)O2 (stereo not drawn)
-1 | CCn1c(=NC(=O)c2ccc(S(=O)(=O)N(C)Cc3ccccc3)cc2)sc2cc(OC)ccc21
6 | N#CCCSc1nccn1Cc1ccccc1
2 | Cc1ccc(NC2=NC(C)(C)N=C(N)N2)cc1
-4 | CCOC(=O)CCCNC(=O)CN1C(=O)NC(CCc2ccccc2)C1=O (stereo not drawn)
3 | CCOc1ccc(NC(=O)C(C)Sc2nnnn2C)cc1 (stereo not drawn)
1 | Clc1cc2c(c3ncccc13)OCN(CC1CCCO1)C2 (stereo not drawn)
-2 | Cn1c(C(=O)NC2CC2)cc2c(=O)n(C)c3ccccc3c21
-5 | CCOC(=O)Cc1cnc(NC(=O)NC(C(=O)OCC)(c2ccccc2)C(F)(F)F)s1 (stereo not drawn)

New compounds follow:
14-3-3g Raf | compound
-29 | C=CCc1cccc2cc(C(=O)Nc3cccc(C(=O)O)c3)c(=O)oc12
-3 | CCc1cc2c(=O)c(-c3ccc4c(c3)OCO4)coc2cc1OC(C)=O
-10 | CCC(=O)N1CCc2cc(S(=O)(=O)Nc3cccc4c3CCCC4)ccc21
4&-11 | O=C(Cc1cccs1)N1CCN(c2ccccn2)CC1
2 | O=C(Cn1nnc2ccccc21)c1ccc([N+](=O)[O-])cc1
6 | CC1CN(Cc2nc3c(c(=O)n(C)c(=O)n3C)n2CCc2ccccc2)CC(C)O1 (stereo not drawn)
-6 | COCCCNC(=O)CCNS(=O)(=O)c1ccc(C)cc1
-39 | O=C(NCCCN1CCCCC1)c1ccc2c(=O)[nH]c3c(C(=O)NC4CCCC4)sc(=S)n3c2c1
0 | CC(C)COc1ccc(C(=O)OCCN2CCOCC2)c(O)c1
-3 | COc1ccc(S(=O)(=O)N2CCCCCC2)cc1C(=O)OCC(=O)NC(N)=O
-94 | CC(=O)CC1(C(C#N)C#N)C(=O)Nc2ccccc21 (stereo not drawn)
18 | O=C(NCc1ccco1)C1CCN(S(=O)(=O)c2cccc3nsnc23)CC1

(further entries)
14-3-3g Raf | compound
-6 | CCCN(CCC)C(=O)Cn1c(=O)n(CCCCC(=O)NCc2ccco2)c(=O)c2ccccc21
-1 | Cc1ccnn2c(-c3ccccc3)c3c(=O)n(C)c(=O)n(C)c3c12
2 | Cc1noc(C)c1C(=O)OC(C(=O)NC1CCCC1)c1ccc(F)cc1 (stereo not drawn)
-9 | CC1=C(C(=O)Nc2cccc(C)c2C)C(c2cccs2)NC(=O)N1 (stereo not drawn)
3 | COc1ccc(C2C(C(=O)NCc3ccccn3)c3ccccc3C(=O)N2c2ccc(OC)cc2)cc1 (stereo not drawn)
-4 | CN(C)c1ccc(C(c2nnnn2C(C)(C)C)N2CCN(C(=O)c3ccco3)CC2)cc1 (stereo not drawn)
-1 | CC(=O)Nc1cc(C(=O)NCc2ccc(F)cc2)ccc1Sc1ccc(C)cc1
-3 | O=C(Nc1ccc2oc(-c3cccc(I)c3)nc2c1)c1cccc([N+](=O)[O-])c1
-13 | O=C(Nc1ccc(Br)cc1)c1ccc(Br)c(S(=O)(=O)Nc2cccc(F)c2)c1
-16 | Fc1ccc(-c2csc3ncnc(NCc4cccnc4)c23)cc1
-15 | COC(=O)Cn1cnc2sc(C)c(S(=O)(=O)N3CCN(c4ccccc4OC)CC3)c2c1=O
-4 | COc1ccc(CCN(Cc2cc3cccc(C)c3[nH]c2=O)C(=O)N2CCCC2)cc1OC

The list goes on:
14-3-3g Raf | compound
3 | CC(C)CC(C(=O)N1CCCCC1)N1C(=O)c2ccccc2C1=O (stereo not drawn)
-41 | CCOc1ccccc1NC(=O)C(NC(=O)C1CCC(C)CC1)C(C)C (stereo not drawn)
-7 | CC(C)CCNC(=O)c1ccc(-n2c(=S)[nH]c3ccccc3c2=O)cc1
-10 | CCOC(=O)NCc1ccc2c(c1)cc(C)n2C
6 | CCOC(=O)c1cc(-c2cccnc2)no1
-7 | Cc1cc(C)n(/N=C/c2cccc(O)c2)c(=O)c1C(N)=O
5&-16 | COc1ccc(OC)c(NS(=O)(=O)c2cccs2)c1
-8 | CC(C)(C)C1CCc2onc(C(=O)Nc3ccc(F)cc3F)c2C1 (stereo not drawn)
2 | COC(=O)CN(c1ccc(C)c(Cl)c1)S(C)(=O)=O
-1 | O=C(Nc1ccccc1)c1cc2ccccc2oc1=Nc1ccccc1
-17 | COc1ccc(NC(=O)CCNS(=O)(=O)c2cccc3nonc23)c(OC)c1
-5 | O=C(O)c1cccc2c1C(=O)N(C1CCCCC1)C2

Quoted from the listing:
Entry for `O=C(O)C1[C@H]2C(=O)N(Cc3cccs3)C[C@]23C=C[C@H]1O3` (stereo partly drawn) in 14-3-3g Raf: -1
Entry for `O=C(Nc1ccc(Br)cc1)c1ccc(Br)c(S(=O)(=O)Nc2cccc(F)c2)c1` in 14-3-3g Raf: -13
Entry for `CC(C)C(=O)Nc1cc(-c2nc3cc(C(C)C)ccc3o2)ccc1Cl` in 14-3-3g Raf: -17

Further structures
14-3-3g Raf | compound
4 | O=C(c1cnn2ccccc12)N1CCc2ccccc21
-62 | CCOc1ccc2cc(C(N)=S)c(=N)oc2c1
-15 | CN(C)c1ccc(NC(=O)CN2CCN(CC(=O)Nc3ccc(F)cc3)CC2)cc1
1 | O=C(CSc1n[nH]c(-c2cccnc2)n1)Nc1ccnc2ccccc12
-1 | CCOC(=O)CSc1nnc(C2CCCCC2)n1C
0 | CC(=O)N1CC=C2C(C#N)=C(N)C(C#N)(C#N)C(C)C2C1 (stereo not drawn)
1 | CCCN1CCN(C(=O)CCCNC(=O)Cn2cnc3sc(C)c(C)c3c2=O)CC1
1&-4 | CC(C)C(=O)Nc1cccc(-c2cn3ccsc3n2)c1
1 | O=C(Sc1ccccn1)N1c2ccccc2Sc2ccccc21
0 | Cc1ccccc1Cc1c(C)nc2nc(SCC(=O)NC3CCCc4ccccc43)nn2c1C (stereo not drawn)
-1&6 | O=C(O)c1cc2c(ccc3ccccc32)o1
-8 | CCOc1ccc(NC(=O)c2ccc(F)c(S(=O)(=O)NCc3ccc(C)cc3)c2)cc1

Remaining list, next part.
14-3-3g Raf | compound
-3 | COc1ccc(CCNC(=O)CN2C(=O)COc3ccc(C)cc32)cc1OC
-20 | COc1ccccc1NC(=O)CSc1nnc2c3ccccc3n(CCc3ccccc3)c2n1
11 | C/C(=C1/SC(N2CC(C)OC(C)C2)=NC1=O)c1ccccc1 (stereo not drawn)
2 | COc1ccc(-c2cc(C(=O)NCCC3=CCCCC3)c3ccccc3n2)cc1
1 | Cn1c(=O)c2c(ncn2CC(=O)N2CCN(c3cccc(Cl)c3)CC2)n(C)c1=O
-18&-69 | O=C(COc1ccccc1)Nc1cccc2nsnc12
13 | CC(C)(C)c1ccc(C(=O)Nc2cccc(C(F)(F)F)c2)cc1
-11 | COc1cccc(N2CCN(C(=O)c3cc4nc(-c5ccc(Cl)cc5)cc(C(F)(F)F)n4n3)CC2)c1
-265 | COc1cc([N+](=O)[O-])ccc1-c1ccc(C2Nc3ccc4ccccc4c3C3=C2CC(C)(C)CC3=O)o1 (stereo not drawn)
3 | N#Cc1ccccc1NC(=O)CSc1nnc(N)s1
-2 | Cc1nc2cc(NC(=O)c3ccc(S(=O)(=O)N(C)C)cc3)ccc2s1
-3 | Cc1ccc(-n2nc(C)c(S(=O)(=O)c3ccccc3)c2OC(=O)c2ccccc2)c(C)c1

Reprinted at random: 2 records from the list
14-3-3g Raf | compound
-7 | COc1ccc(OC)c(-c2nnc(NC(=O)C(C)Sc3nncn3C)s2)c1 (stereo not drawn)
-17 | COc1ccc(NC(=O)CCNS(=O)(=O)c2cccc3nonc23)c(OC)c1

(list continues)
14-3-3g Raf | compound
-4 | Cc1ccc(C(=O)COC(=O)c2ccc3c(c2)C(=O)N(c2ccc(Cl)cc2)C3=O)cc1[N+](=O)[O-]
-22 | O=C(NCc1ccccc1Cl)c1cc(-c2ccc(F)cc2)nc2ccccc12
-7 | O=c1oc2ccccc2c(O)c1Sc1ccccc1
-4 | CC12CC(NC(=S)N1c1ccc(Cl)cc1)c1ccccc1O2 (stereo not drawn)
